# Ba/F3 V617F tox = loss of viability in JAK2V617F-driven Ba/F3 cells; Ba/F3 EpoR-JAK2V617F viability, ATP luminescence; hit rate 1.1% among 220,000; inhibition, % at 5.6 µM; AID 1446;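 active means inhibition above the campaign mean plus 3 SD over all tested compounds, cut at about 24% in these data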;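 further: cytokine-independent growth of Ba/F3 cells driven by EpoR plus mutant JAK2; 0% = DMSO-treated cells and 100% = JAK inhibitor I control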
# NPY1 pot ag = human NPY-Y1 potentiation or agonism, primary screen; P25929; hit rate 0.37% among 220,000; NPY-Y1 expressing cells, potentiator/agonist activation; activation, % at 3.6 µM; in the data active means activation above about 33%, passing the limit was not always enough;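 further: cells stimulated with NPY at EC10 then isoproterenol at EC100; 0% = low agonist plus stimulus and 100% = saturating agonist plus stimulus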
# S1P4 antag = antagonists of human S1P4 receptor | O95977 | S1P4-expressing cells, antagonist mode, reporter read-out | inhibition, % at 4.98 µM | hit rate 0.26% among 220,000; in the data active means inhibition above about 29%;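 further: 0% = wells stimulated with agonist and 100% = vehicle wells without agonist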
# Target sequence (O95977 whole entry, looked up): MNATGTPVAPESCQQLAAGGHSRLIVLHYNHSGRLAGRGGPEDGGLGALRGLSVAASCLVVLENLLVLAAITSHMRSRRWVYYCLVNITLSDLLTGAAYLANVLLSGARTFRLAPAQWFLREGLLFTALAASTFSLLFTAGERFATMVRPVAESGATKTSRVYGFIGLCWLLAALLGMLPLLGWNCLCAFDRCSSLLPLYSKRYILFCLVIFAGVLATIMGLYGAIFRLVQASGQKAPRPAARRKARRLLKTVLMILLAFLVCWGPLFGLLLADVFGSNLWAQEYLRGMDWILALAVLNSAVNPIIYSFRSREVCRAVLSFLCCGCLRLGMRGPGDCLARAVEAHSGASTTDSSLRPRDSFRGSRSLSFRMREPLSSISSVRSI
# p47phox inh = blocks human p47phox regulatory protein of NADPH oxidases; p47phox/p22phox peptide binding, fluorescence polarization, 2 h; inhibition, % at 24.7 µM; hit rate 0.53% among 220,000;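 active means inhibition above about 30%, limit read from the data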;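 further: 0% = p47phox with labelled peptide and 100% = labelled peptide alone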
# Target sequence (P14598 whole entry, looked up): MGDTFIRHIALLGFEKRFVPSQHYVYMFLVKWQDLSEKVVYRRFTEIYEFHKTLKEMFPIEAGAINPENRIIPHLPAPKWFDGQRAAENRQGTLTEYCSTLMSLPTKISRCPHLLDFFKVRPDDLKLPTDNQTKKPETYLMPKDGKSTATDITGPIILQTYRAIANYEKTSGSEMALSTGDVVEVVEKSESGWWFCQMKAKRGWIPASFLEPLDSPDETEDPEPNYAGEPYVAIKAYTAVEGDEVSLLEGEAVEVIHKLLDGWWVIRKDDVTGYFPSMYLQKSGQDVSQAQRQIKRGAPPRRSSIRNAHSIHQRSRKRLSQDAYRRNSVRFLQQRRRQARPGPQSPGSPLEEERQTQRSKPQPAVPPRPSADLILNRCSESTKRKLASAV
# NPY-Y1 antag = antagonists of human neuropeptide Y receptor Y1; P25929; HEK293-CNG Y1 cells, membrane potential fluorescence; NPY at EC95, then isoproterenol; inhibition, % at 3.6 µM; hit rate 1% among 200,000; AID 1040;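 active means inhibition above the campaign mean inhibition of all tested compounds plus 3 SD, cut at about 20% in these data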;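 further: 0% = DMSO wells given NPY plus isoproterenol and 100% = isoproterenol alone without NPY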
#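 Assay system: HEK293 Y1/CNG channel cell line; Doses: single compound dose of 3.6 µM, 0.4% DMSO; Timing: dye 3 h, compound 60 min room temperature, stimulation 45 min; Technique: Membrane-potential fluorescent dye readout; Measure: % inhibition of NPY effect.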
# S1P4 agonist = human S1P4 receptor agonism. S1P4-expressing cell line, agonist reporter assay. activation, % at 4.98 µM. hit rate 0.35% among 220,000; in the data active means activation above about 11%;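 further: 0% = DMSO vehicle and 100% = reference agonist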
# CHOP inhibitor = blocks CHOP induction under ER stress; inhibition, % at 10 µM; AID 2732; hit rate 3.8% among 220,000; CHO-K1 CHOP-promoter luciferase, tunicamycin-induced, 15-18 h;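 active means compounds that reduced the stress-induced luciferase reporter signal by more than about 70% of percent inhibition, limit read from the data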;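 further: 0% = tunicamycin plus vehicle and 100% = wells without tunicamycin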
# BaF3 parental = parental Ba/F3 viability inhibition as JAK2V617F counter-screen | CellTiter-Glo ATP luminescence | inhibition, % at 5.6 µM | hit rate 1.1% among 220,000;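 active means inhibition above a per-campaign cutoff, the mean inhibition of all tested compounds plus 3 SD, cut at about 27% in these data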;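 further: 0% = DMSO wells and 100% = JAK Inhibitor I control wells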
# NPY-Y2 PAM-ag = potentiates or activates human NPY-Y2 receptor; P49146; cells expressing NPY-Y2, potentiator/agonist read-out; activation, % at 3.6 µM; hit rate 0.45% among 220,000; AID 1359; in the data active means activation above about 27%;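 further: cells stimulated with NPY near EC25 plus isoproterenol at EC100; 0% = vehicle plus submaximal agonist and 100% = vehicle plus saturating agonist; some results beyond the cut were filed as inactive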
# Active calls of the source: *; . = not tested or not shown.
SMILES,Ba/F3 V617F tox,NPY1 pot ag,S1P4 antag,p47phox inh,NPY-Y1 antag,S1P4 agonist,CHOP inhibitor,BaF3 parental,NPY-Y2 PAM-ag
N/C(=N\OC(=O)COc1ccc(Br)cc1)c1cccc([N+](=O)[O-])c1,-7.6,-22.7,2.0,-15.8,.,1.1,36.5,3.6,-5.7
Cc1onc(-c2ccccc2Cl)c1C(=O)NCc1ccccn1,7.0,-14.5,-11.6,0.9,-4.9,-1.3,34.2,7.2,-11.4
O=S(=O)(Nc1ccccn1)c1ccc(C(F)(F)F)cc1Cl,0.1,-2.2,-3.3,-8.2,.,0.7,6.8,3.7,-1.5
COC(=O)c1ccc2c(=O)n(CC3CCCO3)c(SCC(=O)NCCc3ccc(S(N)(=O)=O)cc3)nc2c1 (stereo not given),-2.5,3.6,-12.1,-2.7,-2.9,0.9,-10.7,3.3,7.9
O=CN1CCN(C(=O)COc2ccc(Cl)cc2Br)CC1,0.2,-0.5,-8.3,-16.8,-6.7,-1.7,21.8,3.1,-2.0
O=C1CC(c2ccccc2Oc2cccc(Cl)c2)C(n2cncn2)C(=O)C1C1NCCc2ccccc21 (stereo not given),-2.0,19.6,0.3,-21.9,.,0.9,4.5,-12.3,0.6
CCOC(=O)C1Cc2c([nH]c3ccccc23)CN1 (stereo not given),-2.8,0.4,-8.3,-2.2,5.3,-2.0,38.0,3.0,10.0
COc1cccc(N2CCN(Cc3nc4scc(-c5ccccc5)c4c(=O)[nH]3)CC2)c1,0.0,-8.7,-10.0,-110.7,3.1,1.4,19.5,6.7,-1.6
C/C(=N/NC(=O)Nc1ccccc1)c1ccc(C)cc1,-2.3,-13.2,-2.4,-3.3,2.4,0.5,62.1,2.0,6.7
CCc1nnc(NC(=O)CSc2nc(-c3ccc(F)cc3)cc(-c3ccccc3)c2C#N)s1,-2.0,-17.5,-17.7,29.1,6.3,1.1,12.3,5.4,-5.5
COc1ccc(C(=O)/C=C/c2ccc(C)cc2)c(OC(=O)c2ccc([N+](=O)[O-])cc2)c1,-1.6,1.6,-2.2,7.0,2.6,4.0,-11.0,0.0,-12.8
COc1cccc(C2=NOC(C(=O)Nc3cccnc3Cl)C2)c1 (stereo not given),3.9,-18.7,-9.3,2.5,8.6,0.3,-1.1,3.4,4.4
COC(=O)C1=CN(CC2CCCO2)C=C(C(=O)OC)C1c1ccccc1C(F)(F)F (stereo not given),1.1,10.6,5.2,-7.9,-4.2,4.9,-35.0,9.6,-16.8
O=C(CSc1nnnn1Cc1ccccc1)c1ccc(F)cc1,-2.1,-3.0,-12.4,-3.5,.,0.7,-28.9,-3.5,-21.8
COc1ccc(C2C(C(N)=O)=C(C)Nc3nc(-c4cccc(Cl)c4)nn32)cc1OC (stereo not given),0.1,-1.1,-15.2,-10.2,0.7,0.8,42.9,8.7,-10.6

# Sorted by the number under NPY1 pot ag (lowest first): three of the compounds above.
molecule	NPY1 pot ag
COc1ccc(C2C(C(N)=O)=C(C)Nc3nc(-c4cccc(Cl)c4)nn32)cc1OC (stereo not given)	-1.1
O=CN1CCN(C(=O)COc2ccc(Cl)cc2Br)CC1	-0.5
COC(=O)C1=CN(CC2CCCO2)C=C(C(=O)OC)C1c1ccccc1C(F)(F)F (stereo not given)	10.6

# The listing continues.
SMILES,Ba/F3 V617F tox,NPY1 pot ag,S1P4 antag,p47phox inh,NPY-Y1 antag,S1P4 agonist,CHOP inhibitor,BaF3 parental,NPY-Y2 PAM-ag
Cc1ccc(CN2CCN(Cc3cnn(-c4ccc(Cl)cc4)c3)CC2CCO)o1 (stereo not given),-0.9,-8.7,-10.9,-11.7,4.4,-1.5,8.1,4.1,-3.4
Cn1c(=O)n(Cc2ccccc2F)c(=O)c2c1nc1n2CCCN1CCc1ccccc1,-1.6,1.4,-7.8,-15.2,3.7,-2.0,67.1,2.1,16.8
CCCCCCCCCc1nc2sc3c(c2c(=O)n1NC(=O)c1ccccc1[N+](=O)[O-])CC(C)(C)OC3,-0.9,-25.5,-27.3,-5.3,5.5,0.4,25.2,6.2,10.1
CCOC(=O)COc1nc(N(C)C)nc(N(C)C)n1,3.5,-16.8,13.4,-7.8,-1.6,-0.3,3.0,11.5,-18.6
C/C(Cc1ccccc1)=N\NC(=O)CNC(=O)COc1cccc(C)c1,-2.1,-7.3,-1.7,-4.3,.,1.0,19.5,1.4,10.3
Cc1csc(NC(=O)c2cccs2)n1,0.6,0.4,-10.5,-8.6,0.5,1.1,-5.0,7.6,-1.4
Cc1ccc(-c2nc(CN(Cc3cnn(C)c3)C(C)C)c(C)o2)o1,-1.3,-11.2,-6.5,-9.3,-1.8,0.4,9.7,-0.6,7.5
CCCCN1C(=O)C(NC(=O)c2cccnc2)(C(F)(F)F)C2=C1CC(C)(C)CC2=O (stereo not given),4.1,11.2,-15.8,2.2,-0.2,1.0,2.7,5.1,9.9
CCOc1ccccc1Nc1ccc(C(=O)O)cc1NC(C)=O,-1.9,8.0,1.9,2.6,-3.6,-0.4,16.7,2.1,4.5
COc1cc2c3nnc(-c4ccccc4)c-3cn(Cc3ccc(F)cc3)c2cc1OC,7.9,13.7,13.3,-27.0,4.9,0.3,-29.2,11.5,-0.8
CCOc1ccc(NC(=O)CN2CCN(CC(=O)Nc3cccc(F)c3)CC2)cc1,0.5,-4.6,-7.9,-12.1,-0.4,-0.4,42.8,11.1,5.2
COc1ccc(N2CCN(C(=O)CSc3nnc(Cn4nnc5ccccc54)n3C)CC2)cc1,0.7,7.1,-3.2,-9.8,-0.3,1.1,-6.5,4.6,6.7
COC(=O)C1=C(C)N(C)C(=O)/C1=C\c1cccs1,0.0,-6.8,-6.0,-5.3,-7.3,1.0,9.6,5.0,-8.2
COC(=O)c1ccc([C@@H]2C[C@H]3CN(Cc4cccnc4)C(=O)[C@]34CCCN24)cc1,2.7,-4.3,-9.0,-10.1,3.8,0.6,-15.6,6.1,-13.3
CC(=O)Nc1ccc(S(=O)(=O)Oc2ccc(C=O)cc2)cc1,3.1,1.2,-4.3,-7.7,-0.1,0.5,47.9,7.1,10.0
Cc1ccc(NC(=O)N2CCSc3ccccc32)cc1,4.9,-2.2,-5.5,3.5,2.7,0.6,-2.3,8.8,-0.1
CCCCn1nc2cc(C(=O)NCC3CC3)ccc2c1OCC,0.0,4.7,-13.2,1.5,2.6,1.6,26.8,3.1,5.0
Cc1sc(NC(=O)c2ccccc2)c(C(=O)c2ccccc2)c1C,-3.7,-18.6,-10.4,-6.7,2.7,1.2,34.1,0.4,-16.3
C(=N\n1cncn1)/c1ccc(N2CCOCC2)cc1,-4.1,-1.6,-9.4,-17.2,-5.3,0.2,14.2,-0.4,13.4
COC(=O)C1=C(C)N(c2cc(C)cc(C)c2)/C(=C/c2ccc(O)cc2)C1=O,-0.5,10.9,-14.2,-5.8,-2.1,1.3,35.4,2.0,2.8
COC(=O)c1ccc(NC(=O)C(=O)N2CCN(C(=S)Nc3cccc(OC)c3)CC2)cc1,2.5,10.1,-21.7,-14.5,9.8,0.6,36.9,6.7,1.8
O=C(COC(=O)CNC(=O)c1ccc(Cl)cc1)Nc1cccc(S(=O)(=O)N2CCCC2)c1,-0.2,24.6,1.0,-7.6,.,1.2,8.4,-2.9,-2.6
Cc1ccc2c(Cl)c(C(=O)N/N=C/c3cccn3C)sc2c1,0.9,-14.2,-11.3,-6.2,-3.1,-2.8,22.4,5.9,-11.1
Cc1nn(-c2ccccc2Cl)c(Cl)c1/C=C(\C#N)C(N)=O,-2.5,-1.8,-8.6,-6.7,-8.0,-0.4,-68.4,3.1,-8.3
CCN(CC)c1ccc(C=Nc2cc(C)cc(C)c2)c(O)c1,-4.6,-1.6,-11.7,-14.2,2.6,-0.4,-5.3,1.2,10.5
CCOC(=O)C1CCN(S(=O)(=O)c2cccc(-c3cn4cc(C)ccc4n3)c2)CC1,-0.7,-5.6,1.1,-5.7,1.7,0.5,48.3,1.7,-9.5
CC(=O)c1cccc(NC(=O)C(NC(C)C)c2ccccc2)c1 (stereo not given),0.7,14.1,-7.5,1.8,-0.1,0.9,10.6,6.4,-13.3
CN(C)CC1CCCCC1OC(=O)c1ccc(Cl)cc1Cl (stereo not given),-1.8,-2.4,-8.0,-6.8,7.1,-0.3,30.5,3.8,-17.8
CCN1c2ccccc2-c2nc3ccccc3n2C1c1cccs1 (stereo not given),4.8,-10.4,-19.2,-11.1,36.7*,1.7,0.3,7.5,-9.2
O=C(Cc1cccs1)NCc1cccs1,-2.0,3.7,-7.9,5.2,1.1,-1.5,-6.7,3.0,2.6
CCOC(=O)c1cccc(NC(=O)CSc2nc3cccnc3n2C)c1,1.0,-7.6,-8.7,-8.2,-8.0,1.1,18.3,-1.8,0.6
C=CCN(CC=C)Cc1nc(N)nc(Nc2ccccc2C)n1,-1.6,3.2,-3.5,-0.8,6.9,0.7,-8.3,5.7,-4.7
CCOC(=O)c1c(N)sc2c(NC(C)=O)cccc12,-4.2,-1.8,0.9,-6.0,0.8,3.9,15.5,0.8,-4.8
COC(=O)c1cc2sccc2n1CC(=O)Nc1cc(OC)cc(OC)c1,-2.7,2.9,7.6,-45.6,-4.0,0.6,65.1,-2.4,2.3
Cc1c(C(=O)N2CCCC2)oc2c1-c1[nH]ncc1CC2,0.0,-13.5,25.0,0.3,1.5,0.5,2.0,9.0,3.2
CNC(=O)COc1ccccc1C(=O)Nc1ccc2c(c1)oc1ccccc12,-1.5,-3.4,3.8,-3.6,2.5,1.5,20.2,2.9,9.8
CN(C)C(=S)Nc1cccc(C(F)(F)F)c1,-2.1,1.8,-1.9,-16.6,.,1.8,12.4,-0.6,6.3
CCOCCCNc1nc2c(c(=O)n(C)c(=O)n2C)n1CCCc1ccccc1,0.1,-12.6,-7.5,-10.4,1.1,-2.5,-17.4,1.6,7.5
Cc1cc(C)nc(N2CCN(c3nc(C)cc(C)n3)CC2)n1,-4.1,0.0,-13.4,3.9,-0.4,0.4,28.5,1.4,16.5
O=C(CCC(=O)Nc1ccccc1)N/N=C/C=C/c1ccccc1,-1.3,14.5,-5.4,-10.8,1.2,2.0,19.4,2.4,12.0
Cc1ccccc1-c1nc(CS(=O)(=O)CC(=O)NCCCN2CCCC2=O)c(C)o1,-1.4,-2.1,-9.3,2.1,-1.9,0.1,12.8,5.1,6.1
CCc1ccccc1NC(=O)Nc1cccs1,-1.1,1.0,4.8,0.6,-0.3,1.4,-2.4,4.2,-0.1
CC1(C)C2CCC1(C)C(OC(=O)CC(=O)O)C2 (stereo not given),-0.9,7.7,-9.1,-12.7,-2.9,0.5,24.9,-1.2,-2.4
O=C1NC(=S)N/C1=C/c1cccnc1,-2.2,12.6,-11.2,-0.5,.,-0.3,38.9,-2.9,-0.3
O=C(CC12CC3CC(CC(C3)C1)C2)Nc1ccccc1N1CCOCC1,2.5,0.4,-14.4,-5.5,15.8,0.2,25.8,5.5,-4.2
COc1cc(C(=O)NCC(=O)OCC(=O)N2CCc3ccccc32)cc(OC)c1OC,-0.6,7.3,-2.8,-2.5,-4.2,-0.1,-21.6,4.9,-1.8
c1ccc(N2CCN(Cc3cn4cccnc4n3)CC2)cc1,3.1,1.2,-8.8,-1.6,2.5,0.4,31.5,1.9,2.9

# Source: PubChem BioAssay
